Cdc42 wt – human Cdc42 wildtype GTP binding change, either direction. 190,000 tested, 0.2% active. P60953. percent activity (GTP binding), % at 10 µM. GST-Cdc42 beads, Bodipy-GTP binding, flow cytometry; actives lie on both sides;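 active = percent activity GTP binding at least 20 points away from the 100% baseline, either down as inhibitor or up as activator; inconclusive = compound flagged as likely green fluorescent from well-wide comparison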;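 note: median bead fluorescence of bound Bodipy-FL-GTP at 100 nM; 0% = excess unlabeled GTP control and 100% = no compound control; below 100% means less GTP binding so inhibitor and above means activator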
Target sequence (P60953 whole entry, looked up): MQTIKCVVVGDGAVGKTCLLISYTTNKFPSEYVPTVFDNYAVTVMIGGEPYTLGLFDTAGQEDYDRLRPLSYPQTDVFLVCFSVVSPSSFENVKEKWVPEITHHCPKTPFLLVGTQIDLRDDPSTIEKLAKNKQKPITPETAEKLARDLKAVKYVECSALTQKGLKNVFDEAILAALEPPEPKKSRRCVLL
HRas wt GTP – changes GTP binding to wildtype human HRas. GST-Ras wt beads, Bodipy-FL-GTP binding, flow cytometry; actives lie on both sides. 190,000 tested, 0.14% active. P01112. GTP binding activity, % at 10 µM;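 active = GTP binding activity at least 20% away from the 100% baseline, either lowered as inhibitor or raised as activator; inconclusive = flagged as likely green fluorescent, judged across all proteins in the well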;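 note: 0% = unlabeled GTP competition control and 100% = no-compound control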
Target sequence (P01112 whole entry, looked up): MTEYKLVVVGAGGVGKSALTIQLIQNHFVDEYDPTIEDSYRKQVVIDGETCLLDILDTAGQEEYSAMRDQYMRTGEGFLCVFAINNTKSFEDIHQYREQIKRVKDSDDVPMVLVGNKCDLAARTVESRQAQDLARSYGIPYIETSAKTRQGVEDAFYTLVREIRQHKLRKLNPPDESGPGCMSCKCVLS
Rab2 wt GTP – changes GTP binding to wildtype dog Rab2A, up or down. AID 760. GTP binding activity, % at 10 µM. GST-Rab2 wt beads, Bodipy-GTP binding, flow cytometry. 190,000 tested, 0.19% active;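 active = GTP binding activity at least 20 points away from 100%, either lowered or raised; inconclusive = signal likely due to the compound's own green fluorescence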;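 note: 0% = beads with excess unlabeled GTP and 100% = no-compound control corrected for plate trend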
Bfl-1 Bim block – inhibitors of Bim-Bfl-1 interaction, human; Q16548; Bead-based flow cytometry, Bim-Bfl-1 binding inhibition; inhibition, % at 10 µM; 190,000 tested, 0.12% active;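 note: 0% = wells without compound plus tracer and 100% = blocker peptide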
Bcl-B Bim block – disrupts Bim peptide binding to human Bcl-B | AID 951 | Q9HD36 | 190,000 tested, 0.073% active | inhibition, % at 10 µM | bead-based flow cytometry;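 note: 0% = tracer peptide without compound and 100% = reference inhibitor peptide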
Target sequence (Q9HD36 whole entry, looked up): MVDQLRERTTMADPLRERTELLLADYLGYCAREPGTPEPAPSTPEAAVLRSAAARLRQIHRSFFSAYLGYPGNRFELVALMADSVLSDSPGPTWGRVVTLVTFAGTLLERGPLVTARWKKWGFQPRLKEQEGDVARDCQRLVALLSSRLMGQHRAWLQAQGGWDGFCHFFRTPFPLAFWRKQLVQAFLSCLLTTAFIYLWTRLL
Rab7 wt modul – alters GTP binding to wildtype dog Rab7. GST-Rab7 beads, fluorescent GTP binding, flow cytometry; actives lie on both sides; untreated = 100%, excess cold GTP = 0%. GTP binding activity (percent of control), % at 10 µM. 190,000 tested, 0.055% active;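 active = fluorescent GTP binding to Rab7 beads changed by at least 20 points from the 100% baseline, either direction, mostly lower; inconclusive = compound itself probably fluorescent, or too few beads counted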;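 note: median green fluorescence of bound Bodipy-FL-GTP per Rab7 bead population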
Bcl-XL Bim block – disrupts Bim peptide binding to human Bcl-XL | Q07817 | bead flow cytometry, fluorescence | inhibition, % at 10 µM | 190,000 tested, 0.04% active | AID 1007
Rac1 wt modul – alters GTP binding to wildtype human Rac1. P63000. GST-Rac1 beads, fluorescent GTP binding, flow cytometry; actives lie on both sides; 0 = cold GTP competed, 100 = untreated. GTP binding activity (% of control), % at 10 µM. 190,000 tested, 0.27% active;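 active = GTP binding activity at least 20 points away from the 100% control level, either lower or higher; inconclusive = compound flagged as likely green fluorescent, judged across all proteins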
Bim-Bcl-W – inhibitors of Bim-Bcl-W interaction, human. Q92843. bead-based flow cytometry, Bim peptide-Bcl-W binding. inhibition, % at 10 µM. 190,000 tested, 0.02% active. AID 952;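 note: 0% = bound tracer without compound and 100% = peptide blocker; higher means less fluorescent Bim peptide bound to Bcl-W beads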
Target sequence (Q92843 whole entry, looked up): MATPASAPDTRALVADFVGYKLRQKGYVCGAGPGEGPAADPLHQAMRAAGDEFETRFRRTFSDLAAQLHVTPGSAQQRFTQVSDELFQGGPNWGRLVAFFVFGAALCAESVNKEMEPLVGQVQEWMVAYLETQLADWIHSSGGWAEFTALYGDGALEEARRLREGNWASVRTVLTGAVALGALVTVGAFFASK
Bcl-2 Bim block – inhibitors of Bim-Bcl-2 interaction, human; P10415; Bead-based flow cytometry, Bim peptide-Bcl-2 binding; inhibition, % at 10 µM; 190,000 tested, 0.06% active; in the data active = inhibition above about 40%; inconclusive = no clear call, values can overlap the other calls;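 note: 0% = no compound wells with probe peptide and 100% = reference peptide inhibitor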
Target sequence (P10415 whole entry, looked up): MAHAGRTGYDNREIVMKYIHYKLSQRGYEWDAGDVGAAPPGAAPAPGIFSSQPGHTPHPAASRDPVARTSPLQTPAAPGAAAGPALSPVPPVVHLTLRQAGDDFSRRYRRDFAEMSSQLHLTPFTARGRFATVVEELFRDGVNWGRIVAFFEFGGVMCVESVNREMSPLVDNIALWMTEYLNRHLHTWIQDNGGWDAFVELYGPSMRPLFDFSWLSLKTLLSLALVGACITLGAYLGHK
Rac1 act GTP bind – human Rac1 activated mutant GTP binding change; GST-Rac1 activated beads, fluorescent GTP binding, flow cytometry; actives lie on both sides; 100% means binding = to untreated wells; percent activity (GTP binding), % at 10 µM; 190,000 tested, 0.11% active;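 active = GTP binding at least 20 percentage points away from the 100% baseline, in either direction, so actives lie on both sides; inconclusive = Compound likely fluorescent itself, or too few beads counted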
Numbers without * were called inactive; ? = inconclusive; . = no result given. Cut-off read from the data, not from the text of the source, unless noted: active = inhibition above about 40%. Hits appear at their usual frequency (roughly 0.62% active in at least one column).

Cdc42 wt	HRas wt GTP	Rab2 wt GTP	Bfl-1 Bim block	Bcl-B Bim block	Rab7 wt modul	Bcl-XL Bim block	Rac1 wt modul	Bim-Bcl-W	Bcl-2 Bim block	Rac1 act GTP bind	SMILES
97	98	98	2	-1	97	0	97	0	1	95	Cc1ccc(S(=O)(=O)n2nc(-c3ccco3)nc2SCc2ccccc2)cc1
101	101	101	1	-4	102	-11	105	-6	0	102	S=C(NCCN1CCOCC1)Nc1ccc(Br)cc1
101	102	102	-6	-5	111	-3	101	-2	-3	98	CC(=O)c1sc(NC(=O)c2c(F)cccc2F)nc1-c1ccccc1
95	97	97	-2	-4	101	-4	98	-5	-2	95	O=C(Nc1nnc(SCc2ccc(F)cc2)s1)c1ccccn1
96	95	95	-9	-5	96	-8	96	2	-5	95	CCn1cc(C(=O)N2CCc3ccccc32)c(=O)c2cc(S(=O)(=O)N3CCOCC3)ccc21
104	103	103	1	0	105	0	104	0	0	100	Cc1cc(NC(=O)CSCCO)no1
99	99	100	3	0	101	0	101	1	1	99	CCOC(=O)c1ccc(-c2ccc(CO)o2)cc1
104	100	98	-3	-5	97	-4	104	-3	-2	98	Cc1cccc(N2CCN(C(=O)COc3cccc4c3OC(C)(C)C4)CC2)c1C
108	104	103	-1	0	102	-6	115	0	-4	98	CCOc1ccc2nc(NC(=O)CCC(=O)c3cccs3)sc2c1
101	100	100	-5	-6	103	-6	105	-5	0	100	Cc1cccc(CSc2nnc(Cn3c(=O)sc4ccccc43)n2C)c1
103	104	101	-5	-10	103	-5	106	0	-8	104	N#Cc1cc(-c2ccccc2)nnc1Sc1ccc(F)cc1
99	103	98	-18	-8	99	-8	109	-6	-7	102	COCCn1nnnc1C(c1cc2cc(C)ccc2[nH]c1=O)N1CCN(C2CCCCC2)CC1 (stereo not given)
97	98	99	0	-4	101	-4	101	1	-3	97	O=C(CSc1nnc(-c2cccnc2)n1C1CCCCC1)NC1CCCC1
106	101	102	4	0	104	1	104	2	0	97	NC(=O)[C@@H]1CCNc2c(I)cc([N+](=O)[O-])cc2C(=O)N[C@@H](CO)C(=O)N[C@@H](Cc2ccc(O)cc2)C(=O)N1
98	97	95	-4	-4	99	-2	101	0	-4	97	COc1ccc(/C=C/CN2CCN(CCc3ccccc3)C(CCO)C2)cc1 (stereo not given)
109	103	102	-5	-3	99	16	109	1	-2	104	COc1ccc(NC(=O)CC(C)C)c(OC)c1
106	103	102	-12	-6	103	2	103	2	-7	97	COc1ccccc1NS(=O)(=O)c1ccc2oc(SC3CCOC3=O)nc2c1 (stereo not given)
96	95	98	-6	-1	95	-1	99	0	-2	97	Cc1c(NC(=O)COC(=O)c2ccc(S(=O)(=O)N3CCOCC3)cc2)c(=O)n(-c2ccccc2)n1C
100	102	102	1	-6	103	-4	105	-2	0	100	CCOC(=O)C(=O)Nc1nnc(Cc2ccc(OC)c(OC)c2)s1
103	101	101	0	0	94	-2	101	0	0	100	COC(=O)c1ccc(C2C(C(=O)Nc3ccccc3C)=C(C)Nc3ncnn32)cc1 (stereo not given)
104	103	101	-1	-1	103	-4	105	0	-3	97	O=C(CC(=O)c1ccccc1O)c1cccc(F)c1
99	96	96	5	4	96	-1	99	3	2	96	NC1=NC(=O)/C(=C/c2ccsc2)S1
101	104	105	-8	-2	106	-3	109	0	-4	101	Cc1cc(N2CCCc3ccccc32)n2ncnc2n1
98	98	97	-2	-5	98	-5	96	-6	0	96	Cc1noc(/C=C/N(C)C)c1S(=O)(=O)N1CCCC(C(=O)NCc2ccccc2Cl)C1 (stereo not given)
96	95	95	-11	-1	98	1	98	0	-4	95	O=C(O)CCCC(=O)N1CCc2cc(S(=O)(=O)N3CCc4ccccc43)ccc21
104	101	102	4	-6	102	0	100	1	3	98	O=C(CSC(=S)N1CCCCC1)Nc1nc(-c2ccccc2)c(-c2ccccc2)o1
96	95	94	-1	0	96	-2	96	-4	-1	97	C=C(C)c1cccc(C(C)(C)NC(=O)Nc2cc(C)ccn2)c1
98	100	99	-5	2	105	-2	100	0	4	97	O=C(/C=C/c1ccc(Br)cc1)Nc1ccc(S(=O)(=O)Nc2ncccn2)cc1
105	105	105	9	0	109	-4	104	2	1	103	Cc1ccc(NC(=O)CN2C(=O)N/C(=C/c3ccco3)C2=O)cc1
103	101	101	6	1	98	2	108	0	0	99	Cc1cc(C)c(NC(=O)CO/N=C2\CCCc3nonc32)c(C)c1
101	100	98	-10	-6	97	-11	101	0	-5	98	CC1CCN(c2nc3c(c(=O)n(C)c(=O)n3C)n2CCSc2nc3ccccc3s2)CC1
96	97	96	-6	-3	97	-1	96	-2	-1	96	CCOC(=O)C(O)(CC(=O)c1ccc(Cl)cc1)C(=O)OCC
?	?	?	-1	-5	?	-4	?	-3	-1	?	Cc1cc(C(=O)NC(=S)Nc2cccc(C(=O)O)c2C)ccc1[N+](=O)[O-]
99	99	98	4	0	95	-1	99	-1	-2	98	CCc1ccc(Nc2ncc3c(n2)CC(c2ccco2)CC3=O)cc1 (stereo not given)
98	100	98	5	3	99	6	100	4	4	96	CC1CCc2c(sc(N)c2C(=O)OC(C)C)C1 (stereo not given)
103	102	101	-7	-8	101	-3	107	-3	-3	101	Cc1sc2nc(CN3CCCCC3)nc(Cl)c2c1C

Profiles as entered above.
`CCOC(=O)C(O)(CC(=O)c1ccc(Cl)cc1)C(=O)OCC` across the screens: Cdc42 wt = 96; HRas wt GTP = 97; Rab2 wt GTP = 96; Bfl-1 Bim block = -6; Bcl-B Bim block = -3; Rab7 wt modul = 97; Bcl-XL Bim block = -1; Rac1 wt modul = 96; Bim-Bcl-W = -2; Bcl-2 Bim block = -1; Rac1 act GTP bind = 96
`O=C(/C=C/c1ccc(Br)cc1)Nc1ccc(S(=O)(=O)Nc2ncccn2)cc1` across the screens: Cdc42 wt = 98; HRas wt GTP = 100; Rab2 wt GTP = 99; Bfl-1 Bim block = -5; Bcl-B Bim block = 2; Rab7 wt modul = 105; Bcl-XL Bim block = -2; Rac1 wt modul = 100; Bim-Bcl-W = 0; Bcl-2 Bim block = 4; Rac1 act GTP bind = 97

Remaining list, next part
Cdc42 wt	HRas wt GTP	Rab2 wt GTP	Bfl-1 Bim block	Bcl-B Bim block	Rab7 wt modul	Bcl-XL Bim block	Rac1 wt modul	Bim-Bcl-W	Bcl-2 Bim block	Rac1 act GTP bind	SMILES
96	97	94	2	0	95	8	97	-1	2	99	COc1cc(C(=O)NNC(=O)NC2CCCCC2)cc(OC)c1OC
99	97	99	-5	-2	96	-2	101	-1	-3	97	Cn1cnnc1Sc1ccc(S(C)(=O)=O)cc1[N+](=O)[O-]
99	98	99	4	-2	101	-2	103	0	1	95	Cn1c(/C(C#N)=C/C2CC=CCC2)nc2ccccc21 (stereo not given)
98	96	97	-4	-3	101	-1	100	0	-3	97	Cc1nnc(NC(=O)CSc2nccn2-c2ccc(F)cc2)s1
102	97	97	4	1	98	1	99	-1	-1	95	CCOC(=O)c1sc2cccc(Cl)c2c1N
98	98	98	1	-4	100	-1	99	-3	1	99	O=C(Cc1ccccc1)Nc1ccc(NC(=O)c2cccs2)c(Cl)c1
102	102	101	-4	-1	99	-2	100	-1	-5	98	CCOc1ccc(N2CC(O)Cn3c2nc2c3c(=O)n(CCCc3ccccc3)c(=O)n2C)cc1 (stereo not given)
95	97	96	-6	-5	102	-4	98	-1	-6	96	O=C(Nc1cccc(Cl)c1)c1cc([N+](=O)[O-])ccc1N1CCN(CCO)CC1
99	98	99	-4	-4	96	0	104	-4	0	98	C/C(=N\NC(=O)c1cccnc1)c1cccc([N+](=O)[O-])c1
99	97	96	-5	-2	94	-2	94	0	0	95	Cc1nc2c(C(=O)O)cnn2c(C)c1Cc1ccccc1F
100	97	97	-10	-10	98	-2	97	-2	-4	96	CCOC(=O)N1CCN(C(=O)C2CC(=O)N(Cc3ccc(OC)cc3)C2)CC1 (stereo not given)
94	96	94	-1	-3	95	-2	93	-3	-2	97	O=S(=O)(Nc1ccc2c(c1)OCCO2)c1cccc2cccnc12
103	101	101	-13	-9	99	-3	101	-1	-10	99	Cc1cc(-c2ccccc2)c(C#N)c(SCC(N)=O)n1
103	102	101	-10	-7	99	0	102	1	-4	99	CC(=O)Nc1ccc(NC(=O)CSc2ncnn2-c2ccccc2)cc1
101	101	99	0	-6	104	-7	102	-2	0	101	Brc1ccc(/C=N/Nc2ccccc2)cc1
96	99	99	22	8	99	21	100	14	19	100	Cc1nnc(SCC(=O)N2c3ccccc3C(C)(c3ccc(Cl)cc3)CC2(C)C)s1 (stereo not given)
103	102	101	-2	-3	101	-2	101	0	-1	98	O=C(Nc1ccc2c(c1)OCCO2)N1CCN(c2ccccc2)CC1
93	94	97	3	0	100	0	94	-2	3	95	COC(=O)C1=C(NC(=O)c2ccccc2C)CCS1
105	102	103	.	.	102	.	101	.	?	96	Cn1c(=N)n(CC(=O)C(C)(C)C)c2ccccc21
100	101	98	-2	-4	92	-5	102	-5	-2	102	Cc1cc(C)c(C)c(S(=O)(=O)NCc2ccc(C(=O)N3CCCCC3)cc2)c1C
91	96	94	-12	-10	95	0	94	0	-9	95	Cc1cc(C(=O)CSc2nnnn2-c2ccccc2)c(C)n1CC1CCCO1 (stereo not given)
99	98	98	0	-3	97	0	100	0	-2	99	O=C(Nc1ccc2c(c1)OCCO2)c1oc2ccccc2c1NC(=O)C1CC1
105	99	103	-11	-4	101	-2	109	1	-7	103	CCOC(=O)N1CCC(Nc2c(NCCCN(CC)Cc3ccccc3)c(=O)c2=O)CC1
92	94	94	-1	-2	102	-1	100	1	0	97	Cc1cnc(C(=O)NC(C)CCc2ccccc2)cn1 (stereo not given)
101	98	97	1	0	92	-4	98	-1	1	99	COc1ccc(NS(=O)(=O)c2ccc(N)cc2)nn1
103	102	104	-2	3	101	-1	108	0	-1	101	CCC(OC(=O)C(NC(=O)c1ccccc1)c1ccccc1)C(=O)Nc1cc(C)on1 (stereo not given)
99	100	97	-16	-5	100	-7	105	0	-11	97	CCOc1cc(C(=O)Nc2ccon2)cc(OCC)c1OCC
94	97	96	-1	-1	101	0	96	0	-2	96	ON1C(c2ccccc2C(F)(F)F)N(O)[C@H]2CCCC[C@H]21 (stereo not given in full)
98	98	99	-3	-1	106	-5	101	-3	-4	95	CCCCC(=O)N/N=C(C)/C=C/c1ccccc1F
103	101	101	-15	-7	102	-9	104	-1	-10	99	COC(=O)c1ccc(NC(=S)Nc2ccccc2)cc1
99	97	98	-6	-7	102	-4	99	-1	-2	96	CCn1c(SCC(=O)N2CCN(C(=O)c3ccco3)CC2)nnc1C(C)C
91	91	91	7	4	90	0	93	1	2	91	COc1cc(/C=C2\SC(=O)N(c3cccc(Cl)c3)C2=O)cc([N+](=O)[O-])c1O
94	98	101	-6	-6	104	0	95	0	-1	96	CCc1nc(N2CCN(S(C)(=O)=O)CC2)c2c3c(sc2n1)CCCC3
101	102	97	2	0	101	-1	100	0	0	94	CCC(=O)Nc1ccc(C(=O)NNC(=O)c2cccs2)cc1
103	103	104	-4	-4	95	-1	100	-1	-4	99	COCC(C)n1c(SCC(=O)NCCC2=CCCCC2)nc2ccccc2c1=O (stereo not given)
